Vif-APOBEC3G blk = qHTS for Inhibitors of Vif-A3G Interactions: qHTS; HeLa A3G-eYFP + Vif (tagged APOBEC3G with the HIV-1 protein that degrades it), YFP fluorescence, overnight; Potency, µM (doses to about 46.1 µM), without a hit: at the top dose activity, negative = active, usual class: inhibitors; actives 0.076% (n = 410,000); AID 602310, 2012;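 further: potency means the concentration at half of the fitted maximal effect; on the % scale 0 is the no-effect control and ±100 the full control effect; nearly all actives have a fitted effect of over 60% in size; hits raise eYFP signal because A3G escapes Vif-driven loss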
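Read-out is eYFP fluorescence (Ex 488/Em 500-530) from Vif-expressing HeLa A3G-eYFP cells; more signal means A3G escaped Vif-mediated degradation. Cells plated overnight, compound pinned in, incubated overnight at 37 deg C.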
D1 antag = Antagonist of Human D 1 Dopamine Receptor: qHTS; activity change, negative = inhibition, % at 10 µM; D(1A) dopamine receptor (Homo sapiens), P21728; HEK293 TREx D1 cells, calcium flux, dopamine EC80; active compounds read low; actives 3.2% (n = 360,000); AID 504652, 2011; in the data active means activity change below about -30%; further: on the % scale 0 is the no-effect control and ±100 the full control effect
Target sequence (P21728 whole entry, looked up): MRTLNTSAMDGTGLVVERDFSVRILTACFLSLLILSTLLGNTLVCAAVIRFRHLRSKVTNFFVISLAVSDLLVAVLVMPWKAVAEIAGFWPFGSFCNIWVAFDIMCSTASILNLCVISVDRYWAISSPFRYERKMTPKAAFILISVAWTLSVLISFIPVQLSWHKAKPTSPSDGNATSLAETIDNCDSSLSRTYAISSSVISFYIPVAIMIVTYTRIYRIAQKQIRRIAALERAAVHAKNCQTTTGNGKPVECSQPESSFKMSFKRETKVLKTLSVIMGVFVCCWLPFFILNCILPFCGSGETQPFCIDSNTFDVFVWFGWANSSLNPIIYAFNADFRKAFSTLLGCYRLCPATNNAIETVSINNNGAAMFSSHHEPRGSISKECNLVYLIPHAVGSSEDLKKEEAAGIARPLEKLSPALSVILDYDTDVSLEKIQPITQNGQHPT
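After overnight tetracycline induction at 30 C, force-coupled D1 HEK293 cells took up a no-wash calcium dye at room temperature. Compounds were added and monitored 180 s, and the response to EC80 dopamine was then recorded.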
D2 potentiator = HTS Assay for Positive Allosteric Modulators of the Human D2 Dopamine Receptor: Primary Screen for Potentiators; D(2) dopamine receptor (Homo sapiens), P14416; HEK293 T-REx D2, calcium flux, EC20 dopamine potentiation; potentiation, % at 10 µM; actives 0.34% (n = 340,000);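 active means potentiation over 3 SD above the plate norm, cut at about 30% in these data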; further: 0% is about no effect
Target sequence (P14416 whole entry, looked up): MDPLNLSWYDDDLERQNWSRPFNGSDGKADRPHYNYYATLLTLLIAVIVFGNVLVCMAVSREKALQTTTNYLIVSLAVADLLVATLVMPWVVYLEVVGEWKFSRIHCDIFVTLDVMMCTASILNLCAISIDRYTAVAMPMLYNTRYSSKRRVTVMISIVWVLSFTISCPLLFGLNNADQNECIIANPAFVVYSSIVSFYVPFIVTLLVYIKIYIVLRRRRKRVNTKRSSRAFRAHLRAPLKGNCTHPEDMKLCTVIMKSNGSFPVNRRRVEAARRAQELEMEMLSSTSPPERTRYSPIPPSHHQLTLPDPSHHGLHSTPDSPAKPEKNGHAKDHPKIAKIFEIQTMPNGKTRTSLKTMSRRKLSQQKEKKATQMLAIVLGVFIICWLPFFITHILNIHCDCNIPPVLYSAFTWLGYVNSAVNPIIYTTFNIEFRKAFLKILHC
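Potentiation of an EC20 dopamine calcium response is measured in a force-coupled, tetracycline-inducible Hek293 Trex D2 line. Compound-only kinetic reads over 180 s flag agonists before dopamine addition.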
RXFP1 ag = qHTS Assay for Agonists of the Relaxin Receptor RXFP1 | Relaxin receptor 1 (Homo sapiens), Q9HBX9 | HEK293T-RXFP1 cAMP TR-FRET, 30 min; response scale: percent of porcine relaxin response, buffer zero | Potency, µM (highest dose often 57.5 µM), without a hit: top-dose activation, usual class: activators | actives 0.3% (n = 370,000); further: potency means the concentration at half of the fitted maximal effect; on the % scale 0 is the no-effect control and ±100 the full control effect; nearly all actives have a fitted effect of over 60% in size; many of its hits are not listed in these tables
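HEK293T cells stably expressing RXFP1 were pretreated with the PDE4 inhibitor Ro 20174, exposed to compounds for 30 min at 37C, lysed, and cAMP was read by TR-FRET. Data normalized to buffer (basal) and 29 nM porcine relaxin (100%).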
Glioma ERSR ind = qHTS for Inducers of the Endoplasmic Reticulum Stress Response (ERSR) in Human Glioma: qHTS | AID 602332, 2012 | actives 0.02% (n = 420,000) | Potency, µM, inactives show at the top dose activation, hits mostly activators | U87-MG GRP78 promoter luciferase reporter, 16 h; further: potency means the concentration at half of the fitted maximal effect; series mostly up to about 76 µM; % of control where 0% means no effect; nearly all actives have a fitted effect of over 35% in size
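Stably transfected U87-MG glioma cells carrying a GRP78-based luciferase sensor; 16 h compound incubation. Luminescence end-point read 10 min after Bright-Glo addition at room temperature.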
RXFP1 antagonist = qHTS Assay for Antagonists of the Relaxin Receptor RXFP1 | Relaxin receptor 1 (Homo sapiens), Q9HBX9 | HEK293-RXFP1, relaxin-stimulated cAMP HTRF, 30 min; active compounds read low | activity change, negative = inhibition, % at 57.5 µM | actives 0.59% (n = 350,000) | AID 1259400, 2018;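 active means activity change of -60% or lower, but not beyond a set lower limit; inconclusive means change between -60% and -40%, or beyond the set limit; inactive means change above -40%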; further: on the % scale 0 is the no-effect control and ±100 the full control effect
D1 agonist = Allosteric Agonists of the Human D1 Dopamine Receptor: qHTS | actives 1% (n = 360,000) | activation, % at 2 µM | HEK293 T-REx D1 cells, calcium flux, agonist mode; in the data active means activation above about 30%; further: 0% is about no effect
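Tetracycline-induced HEK293 TREx D1 cells, force-coupled to calcium signalling, were dye-loaded with a no-wash calcium kit. Compound was pin-added after a 10 s baseline. Fluorescence was read kinetically at 1 cycle/s for 180 s, with calcium rises flagged as agonism.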
Vif-A3F inh = qHTS for Inhibitors of Vif-A3F Interactions: qHTS | HeLa A3F-eYFP + Vif (tagged APOBEC3F with the HIV-1 protein that degrades it), YFP fluorescence increase | Potency, µM (highest dose often 46.1 µM), for the others: at the highest dose activity, negative = active | actives 0.2% (n = 390,000); further: potency means the concentration at half of the fitted maximal effect; % of control where 0% means no effect; nearly all actives have a fitted effect of over 65% in size
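HeLa cells stably expressing Vif plus C-terminally eYFP-tagged A3F were seeded, incubated overnight at 37 deg C, dosed with compound, incubated overnight again at 37 deg C. Yellow fluorescence (Ex 488/Em 500-530) reported blocked Vif-mediated A3F-eYFP degradation.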
D1 potentiator = Potentiators of Human D1 Dopamine Receptor: qHTS. actives 0.036% (n = 360,000). potentiation, % at 10 µM. D(1A) dopamine receptor (Homo sapiens), P21728. HEK293 TREx D1 cells, calcium flux, dopamine EC20 potentiation. AID 504651, 2011; in the data active means potentiation above about 30%; further: 0% is about no effect
An asterisk follows results filed as active; ? = inconclusive; . = not tested or not shown; & = joins results of further samples. Unless noted, the call rests on the fitted dose curve; in most records, active means well fitted curve in the direction sought with a large enough effect; inconclusive means small, poorly fitted or top-dose-only effect, or another doubt; inactive means no such curve, though single readings can be large; an effect the other way counts as inactive or inconclusive. These rows are one share of the data, so the mix of outcomes need not match the whole.

SMILES	Vif-APOBEC3G blk	D1 antag	D2 potentiator	RXFP1 ag	Glioma ERSR ind	RXFP1 antagonist	D1 agonist	Vif-A3F inh	D1 potentiator
COC(=O)c1ccc(C2C(C(=O)c3ccco3)=C(O)C(=O)N2CC2CCCO2)cc1 (stereo not drawn)	1%	17	-7	12%	-5%	-5	2	-7%	-1
COc1ccc(SC[C@H](Cc2ccccc2)N2CC[C@@H](O)CCC2=O)cc1	-3%&-6%	-23	-7	-0.2%	2%&0%	.	-1	0%	4
O=C(NCCN1CCOCC1)c1c(O)nc2ccccn2c1=O	1%	13	-2	17%	0%	-91*	0	-6%	-8
N=c1c(C(=O)NC2CCCC2)cc2c(=O)n3ccccc3nc2n1CCCN1CCOCC1	2%	12	.	16%	-2%	4	0	-4%	-8
Cc1cc(C)cc(NC(=O)N2CCN(Cc3ccc4c(c3)OCO4)CC2)c1	1%	-16	-2	0.3%	-2%	0	10	0%	-1
CN(C)CCCOc1ccc(Cl)cc1Br	0%	9	-12	0.7%	-3%	-10	8	-1%	-6
CC1=CC2CC1C1C(=O)N(c3ccc(S(=O)(=O)Nc4nc(C)cc(C)n4)cc3)C(=O)C21 (stereo not drawn)	-5%	-7	-4	-0.5%	-3%	3	1	-12%	-2
CC(C)COP(=O)(c1ccc(N(C)C)cc1)C(Nc1ccccc1)c1cccnc1 (stereo not drawn)	0%	-9	4	0.7%	-3%	-13	0	-7%	-6
Cc1ccsc1/C=N/n1c(COc2ccccc2)n[nH]c1=S	0%	-15	-8	2.0%	-2%	-13	6	-7%	10
COc1ccc(-c2cn3c(n2)sc2cc(C(=O)NCc4ccccc4)ccc23)cc1	-10%	-12	5	3.3%	-1%	4	1	-10%	-2
Fc1cccc(Cl)c1Cn1nnc2c(-n3ccnc3)ncnc21	-5%	-19	6	0.6%	3%	2	3	.	-4
CCCCN(C(=O)CSc1nnnn1C)C1CCS(=O)(=O)C1 (stereo not drawn)	1%	9	16	0.0%	-5%	1	2	0%	-3

Complete entries, quoted from the list. Screens in order: Vif-APOBEC3G blk, D1 antag, D2 potentiator, RXFP1 ag, Glioma ERSR ind, RXFP1 antagonist, D1 agonist, Vif-A3F inh, D1 potentiator
Profile of N=c1c(C(=O)NC2CCCC2)cc2c(=O)n3ccccc3nc2n1CCCN1CCOCC1 → 2%, 12, ., 16%, -2%, 4, 0, -4%, -8
Profile of Fc1cccc(Cl)c1Cn1nnc2c(-n3ccnc3)ncnc21 → -5%, -19, 6, 0.6%, 3%, 2, 3, ., -4

Continued.
SMILES	Vif-APOBEC3G blk	D1 antag	D2 potentiator	RXFP1 ag	Glioma ERSR ind	RXFP1 antagonist	D1 agonist	Vif-A3F inh	D1 potentiator
COc1ccc(OCCOC(=O)c2ccc(-n3cnnn3)cc2)cc1	-7%	-16	1	3.3%	-2%	0	6	8%	-3
Cc1cc(-c2nn(-c3ccccc3F)cc2CN2CCC(O)CC2)c(C)s1	0%	-10	-30	3.3%	-4%	-1	7	3%	-9
Cc1[nH]c2ccccc2c1C(=O)C(C)OC(=O)c1ccc(NC(=O)CC#N)cc1 (stereo not drawn)	-7%	0	6	-0.4%	-3%	-20	0	?	-5
O=C1C(=Cc2ccccn2)CCc2ccccc21	?	.	.	.	-4%	-8	.	3%	.
Cc1cccc(C(=O)OC(C)CN2CCN(C)CC2)c1 (stereo not drawn)	-2%	-10	-6	-0.1%	-5%	-6	5	6%	-3
O=C(Nc1ccccc1N1CCCC1)C1CCN(S(=O)(=O)c2ccccc2)CC1	0%	-6	1	-0.7%	-2%	-7	-1	-5%	-4
Cn1nc(C(F)(F)F)c(/C=N/OC(=O)c2ccccc2)c1Sc1ccc(Cl)cc1	0%	8	.	1.2%	-3%	7	7	-9%	1
Clc1ccc(-n2nnnc2-c2ccno2)cc1	-9%	6	5	-0.3%	-1%	-11	4	-10%	3
O=C(Nc1ccc(Cl)cc1)N1CCOCC1	-4%	3	9	2.1%	4%	12	5	6%	2
O=C(CN1C(=O)c2ccccc2S1(=O)=O)c1ccccc1Cl	.	-5	8	0.4%	.	.	5	.	-2
O=S(=O)(c1cccs1)N1CCC2(CC1)OCCN2S(=O)(=O)c1ccccc1	0%	-4	-3	2.5%	-4%	7	5	-15%	-7
CCC1(C)NC(=O)N(CC(=O)Nc2cc(C)on2)C1=O (stereo not drawn)	-1%	.	.	.	-1%	6	.	12%	.
CCC(=O)Nc1ccc(Cl)c(NC(=O)c2cccc(OC)c2)c1	-11%	6	-2	2.5%	-1%	2	1	8%	-9
CNS(=O)(=O)c1cccc(C(=O)OCC(=O)c2ccc3c(c2)OCCO3)c1	0%	-5	12	-0.8%	-11%	5	17	2%	0
O=C(NCC(=O)N1CC=C(c2ccccc2)CC1)c1ccco1	-1%	-6	0	-1.8%	7%	-11	1	-19%	-4

Some of the entries so far, bar-delimited:
Molecule | Vif-APOBEC3G blk | D1 antag | D2 potentiator | RXFP1 ag | Glioma ERSR ind | RXFP1 antagonist | D1 agonist | Vif-A3F inh | D1 potentiator
O=C(NCCN1CCOCC1)c1c(O)nc2ccccn2c1=O | 1% | 13 | -2 | 17% | 0% | -91* | 0 | -6% | -8
N=c1c(C(=O)NC2CCCC2)cc2c(=O)n3ccccc3nc2n1CCCN1CCOCC1 | 2% | 12 | . | 16% | -2% | 4 | 0 | -4% | -8
Cc1cc(C)cc(NC(=O)N2CCN(Cc3ccc4c(c3)OCO4)CC2)c1 | 1% | -16 | -2 | 0.3% | -2% | 0 | 10 | 0% | -1
CN(C)CCCOc1ccc(Cl)cc1Br | 0% | 9 | -12 | 0.7% | -3% | -10 | 8 | -1% | -6
CC1=CC2CC1C1C(=O)N(c3ccc(S(=O)(=O)Nc4nc(C)cc(C)n4)cc3)C(=O)C21 (stereo not drawn) | -5% | -7 | -4 | -0.5% | -3% | 3 | 1 | -12% | -2
CC(C)COP(=O)(c1ccc(N(C)C)cc1)C(Nc1ccccc1)c1cccnc1 (stereo not drawn) | 0% | -9 | 4 | 0.7% | -3% | -13 | 0 | -7% | -6
Cc1ccsc1/C=N/n1c(COc2ccccc2)n[nH]c1=S | 0% | -15 | -8 | 2.0% | -2% | -13 | 6 | -7% | 10
COc1ccc(-c2cn3c(n2)sc2cc(C(=O)NCc4ccccc4)ccc23)cc1 | -10% | -12 | 5 | 3.3% | -1% | 4 | 1 | -10% | -2
Fc1cccc(Cl)c1Cn1nnc2c(-n3ccnc3)ncnc21 | -5% | -19 | 6 | 0.6% | 3% | 2 | 3 | . | -4
CCCCN(C(=O)CSc1nnnn1C)C1CCS(=O)(=O)C1 (stereo not drawn) | 1% | 9 | 16 | 0.0% | -5% | 1 | 2 | 0% | -3
COc1ccc(OCCOC(=O)c2ccc(-n3cnnn3)cc2)cc1 | -7% | -16 | 1 | 3.3% | -2% | 0 | 6 | 8% | -3
Cc1cc(-c2nn(-c3ccccc3F)cc2CN2CCC(O)CC2)c(C)s1 | 0% | -10 | -30 | 3.3% | -4% | -1 | 7 | 3% | -9
Cc1[nH]c2ccccc2c1C(=O)C(C)OC(=O)c1ccc(NC(=O)CC#N)cc1 (stereo not drawn) | -7% | 0 | 6 | -0.4% | -3% | -20 | 0 | ? | -5
O=C1C(=Cc2ccccn2)CCc2ccccc21 | ? | . | . | . | -4% | -8 | . | 3% | .

High-throughput results from PubChem.
